Screening results deposited in PubChem BioAssay by National Center for Advancing Translational Sciences (NCATS).
KB-3-1 tox: qHTS assay for MDR1-selective chemotherapeutics: Primary screen using the parental adenocarcinoma cell KB-3-1. KB-3-1 viability, CellTiter-Glo ATP luminescence, 72 h. Potency, µM (doses to about 46.1 µM), inactives show at the top dose activity change, negative = cytotoxic, usual class: cytotoxic. 400,000 tested, 1.4% active; also: % is scaled to controls: 0 for no effect and ±100 for the full control effect; nearly all actives have a fitted effect of over 60% in size
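Parental KB-3-1 adenocarcinoma cells in phenol-red-free DMEM with 10% FBS were pin-treated with compounds at several concentrations, incubated 72 h at 37 °C, and viability read by CellTiter-Glo luminescence; concentration-effect curves were fitted after normalization.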
GLP1R inv ag: qHTS of GLP-1 Receptor Inverse Agonists (Inhibition Mode); Potency, µM (titrated, usually from 38.3 µM), inactives show at the highest dose activity change, negative = inhibition, most hits filed as inhibitors; Glucagon-like peptide 1 receptor (Homo sapiens), P43220; 410,000 tested, 1.6% active; HEK293 GLP-1R CRE-luciferase, luminescence, 24 h; GLP-1R form is constitutively active; also: % is scaled to controls: 0 for no effect and ±100 for the full control effect; nearly all actives have a fitted effect of over 55% in size
Target sequence (P43220 whole entry, looked up): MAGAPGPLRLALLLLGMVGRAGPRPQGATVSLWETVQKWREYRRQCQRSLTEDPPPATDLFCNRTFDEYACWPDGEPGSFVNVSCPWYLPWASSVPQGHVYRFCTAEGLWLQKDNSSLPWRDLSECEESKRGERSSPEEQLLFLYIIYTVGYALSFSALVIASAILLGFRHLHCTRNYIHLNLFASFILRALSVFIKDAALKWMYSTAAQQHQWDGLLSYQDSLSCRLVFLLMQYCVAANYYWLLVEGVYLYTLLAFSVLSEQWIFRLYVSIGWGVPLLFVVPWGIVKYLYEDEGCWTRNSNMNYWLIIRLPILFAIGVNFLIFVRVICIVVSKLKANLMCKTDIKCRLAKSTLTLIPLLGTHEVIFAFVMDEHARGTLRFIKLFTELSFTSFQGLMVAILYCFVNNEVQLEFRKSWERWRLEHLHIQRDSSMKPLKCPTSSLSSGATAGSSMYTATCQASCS
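Readout was luciferase luminescence, measured 12 min after detection reagent at room temperature. Beforehand, GLP-1R reporter HEK293 cells had sat 12 h, then received compounds for 24 hr at 37 deg C.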
GLP-1R agonist: qHTS of GLP-1 Receptor Agonists. Glucagon-like peptide 1 receptor (Homo sapiens), P43220. HEK293 GLP-1R CRE-luciferase, luminescence, 4-6 h; cells express a hypersensitive GLP-1R form. Potency, µM (highest dose often 45.6 µM), inactives show top-dose activation, hits mostly activators. 380,000 tested, 0.007% active. AID 624172, 2012; also: % of control where 0% means no effect
HEK293 tox: qHTS of GLP-1 Receptor Inverse Agonists: Cytotox Screen; HEK293 cAMP-luciferase reporter cells, luminescence, 24 h; AID 624418, 2012; Potency, µM (doses to about 38.3 µM), inactives show at the highest dose activity change, negative = inhibition, hits mostly inhibitors; 410,000 tested, 0.13% active;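 also: loss of luciferase light is scored as toxicity; % is scaled to controls: 0 for no effect and ±100 for the full control effect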
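Step one: seed cells (200 cells/uL, DMEM with 10% Nu serum, 1% pen-strep). Step two: 12-hour incubation at 37 deg C. Step three: pin 23 nL compound, incubate 24 hr. Step four: add luciferase reagent, read luminescence 12 min later.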
HT1080 IDH1KD tx: qHTS for induction of synthetic lethality in tumor cells producing 2HG: qHTS for the HT-1080-IDH1KD cell line; HT-1080 IDH1 knockdown viability, ATP luminescence, 48 h; Potency, µM (series often up to 46.1 µM), for inactives: top-dose activity, negative = toxicity, hits mostly cytotoxic; 360,000 tested, 2% active; AID 686971, 2013;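 also: 0% = DMSO wells and -100% = cell-free medium wells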
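HT-1080-IDH1KD cells (IDH1 knocked down), 750/well in RPMI with 5% FBS, treated with compound 48 h at 37 degrees C. Viability by CellTiter-Glo luminescence, normalised to DMSO and no-cell wells; concentration-response curves classed.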
KB-V1 MDR tox: qHTS assay for MDR1-selective chemotherapeutics: Primary screen using the drug-selected MDR subline cells KB-V1; KB-V1 MDR cells viability, CellTiter-Glo, 72 h; Potency, µM (titrated, usually from 46.1 µM), for inactives: at the top dose activity change, negative = cytotoxicity, most hits filed as cytotoxic; 400,000 tested, 3.4% active; also: % is scaled to controls: 0 for no effect and ±100 for the full control effect; nearly all actives have a fitted effect of over 60% in size
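Following 72 h at 37 degrees C with compound, KB-V1 cell viability was read by CellTiter-Glo luminescence, medium being phenol-red-free DMEM plus 10% FBS; concentration-response parameters came from normalized, curve-fitted qHTS data.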
SW480 rereplic: A quantitative high throughput screen for small molecules that induce DNA re-replication in SW480 colon adenocarcinoma cells; SW480 DNA re-replication, Hoechst DNA content imaging, 48 h; Potency, µM (titrated, usually from 46.1 µM), inactives show top-dose re-replication activation, hits mostly activators; 340,000 tested, 1.8% active; also: % of control where 0% means no effect; nearly all actives have a fitted effect of over 55% in size
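Cells (250 per well) received 23 nL compound or DMSO by pin tool and were kept 48 hr at 37 C, 5% CO2. Nuclei were then stained with Hoechst for 40 min and scanned for DNA content.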
TDP43 rescue: qHTS of TDP-43 Inhibitors; TDP-43 expressing yeast growth rescue, BacTiter-Glo, 24 h; Potency, µM (top dose mostly 46.1 µM), inactives show at the highest dose growth rescue (activation), most hits filed as activators; 410,000 tested, 1.8% active; AID 652104, 2013; also: % of control where 0% means no effect; nearly all actives have a fitted effect of over 50% in size
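Growth rescue of TDP-43-toxic yeast measured as ATP luminescence (BacTiter-Glo). Cells grown to mid-log in raffinose, induced in galactose at OD600=0.02, exposed to compound 24 hr at 30 deg C.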
HT1080-NT tox: qHTS for induction of synthetic lethality in tumor cells producing 2HG: qHTS for the HT-1080-NT fibrosarcoma cell line; Potency, µM (series often up to 46.1 µM), without a hit: at the highest dose activity, negative = less viability, usual class: cytotoxic; HT-1080-NT fibrosarcoma viability, CellTiter-Glo ATP luminescence, 48 h; 360,000 tested, 1.6% active;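 also: NT is the 2HG producing partner of a matched IDH1 knockdown line; 0% = DMSO-treated cells and -100% = media-only wells without cells; nearly all actives have a fitted effect of over 55% in size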
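Compounds were tested in concentration-response format on HT-1080-NT cells for 48 hours at 37 degrees C. Cell viability came from CellTiter-Glo luminescence; curves were classified by r2, response magnitude and activity.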
Numbers without * were called inactive; ? = inconclusive; · = no result given; [ ] = dose if it differs, or a comment. Calls follow the shape of the dose curve; as a rule, active = well fitted curve in the direction sought with a large enough effect; inconclusive = small, poorly fitted or top-dose-only effect, or another doubt; inactive = no such curve, though single readings can be large; an effect the other way counts as inactive or inconclusive. Potency is read from the fitted curve at half-maximal effect. An unsorted share of the library. About 9.4% of those tested had a hit in this group.

Sequence of screens: KB-3-1 tox | GLP1R inv ag | GLP-1R agonist | HEK293 tox | HT1080 IDH1KD tx | KB-V1 MDR tox | SW480 rereplic | TDP43 rescue | HT1080-NT tox
1) COc1ccc(S(=O)(=O)NCCSCc2ccco2)cc1
    5% | ? | -2% | 14% | 3% | 23% | -4%[9.22 µM] | 2% | -2%
2) Cc1cc(C)c2sc(NC(=O)c3ccc(S(=O)(=O)N4CCOCC4)cc3)nc2c1
    1% | -10% | 4% | 1% | · | 3% | · | 18% | ·
3) CCN(c1ccccc1C)S(=O)(=O)c1cc2c3c(c1)CCN3C(=O)CC2
    -4% | 5% | -1% | -11% | 13% | ? | -2% | 2% | 17%
4) O=C(NC1=NCCS1)C1COc2ccccc2O1 (stereo not given)
    -7% | ? | -5% | -2% | -24% | -17% | -10% | 5% | -28%
5) c1ccc2c(c1)nc1n2CCC1
    -3% | 17% | -1% | -3% | 0% | 0% | -6% | -13% | -1%
6) CC1CCC(C(C)C)C(OC(=O)COC(=O)c2ccc(N)cc2)C1 (stereo not given)
    -8% | ? | 18% | -20% | -10% | -13% | -9% | 23% | -4%
7) N=c1n(CC(=O)c2cccc([N+](=O)[O-])c2)c2ccccc2n1Cc1ccccc1
    -10% | -15% | 8% | ? | ? | ? | ? | 1% | -23%
8) Cc1ccc2cccc(N)c2n1
    3% | -9% | 9% | 24% | 15% | 5% | -1% | -15% | -1%
9) Clc1ccc(CSc2nc3ncccc3[nH]2)cc1
    1% | 13% | · | 0% | · | -6% | · | ? | ·
10) COc1cccc(NC(=O)CSc2nnnn2C(C)C)c1
    33% | 18% | -10% | -4% | 4% | 2% | 15% | 3% | 0%
11) COc1ccnc(Oc2ccc(F)cc2)c1C(=O)N/C=N/OCc1cccc(F)c1
    -6% | 27% | 4% | 1% | -4% | 5% | 7% | 0% | -4%
12) CCc1c(C(=O)NNC(=S)NCC(C)C)csc1C
    -3% | -3% | 0% | 5% | ? | -28% | -3% | -17% | ?
13) CCn1nc(C(=O)OCC(=O)N2c3ccccc3CC2C)c2ccccc2c1=O (stereo not given)
    24% | 0% | 29% | 2% | -9% | 14% | -4% | 0% | -3%
14) COc1ccc(OCC(=O)N2CCN(C(=O)c3ccc([N+](=O)[O-])cc3)CC2)cc1
    1% | 28% | 2% | 3% | -7% | -4% | 2% | 3% | 6%
15) O=C1OC(c2ccccc2)(c2ccccc2)c2ccccc21
    0% | 7.9µM* | 12% | 17% | -14% | -3% | 1% | ? | -24%
16) C/C(=N\NC(=O)COc1ccc(C(C)(C)C)cc1)c1ccc(OC(F)F)cc1
    11% | ? | 17% | 10% | -6% | 0% | 0% | 13% | -9%
17) O=C(Nc1nnc(SCC(=O)N2CCOCC2)s1)c1ccccc1Cl
    1% | 0% | -1% | -11% | -7% | -6% | 3% | -19% | 0%
18) O=C(Nc1ccc(Cl)cc1)N1CCN(C(=O)C2CCCO2)CC1 (stereo not given)
    3% | 47%[activator] | 9% | 4% | 8% | -13% | -6% | -9% | 5%
19) Cc1ccc(OCC(O)Cn2c3ccccc3c3ccccc32)cc1 (stereo not given)
    4% | 35% | -2% | ? | ? | ? | ? | -39%[inhibitor] | ?
20) Cc1csc(=O)n1CCC(=O)NCc1ccc(F)cc1
    6% | 5% | -3% | -6% | 6% | 0% | -20% | 4% | 2%
21) COc1cccc(C(=O)NNC(=O)C(=O)Nc2cccc(Cl)c2C)c1
    -7% | 8% | -2% | 0% | -27% | 3% | 23µM* | -4% | -4%
22) Cc1nnc(SCCCOc2ccccc2)nc1C
    15% | 27% | 11% | 0% | 11% | -6% | -8% | 27% | 14%
23) O=C(CCC(=O)c1cccs1)NCc1cccnc1
    -3% | 19% | 1% | 0% | 6% | -2% | 1% | 22% | 10%
24) COc1ccccc1CNC(=O)c1sc2nc3n(c(=O)c2c1C)CCC3
    -4% | -2% | · | 1% | · | -20% | · | 24% | ·
25) CCOC(=O)c1ccc(NS(=O)(=O)c2cc(-c3nnnn3CC)ccc2OC)cc1
    -17% | 28% | 3% | 6% | -5% | ? | -12% | 0% | 12%
26) CC(=O)c1cccc(NC(=S)N2CCCC2)c1
    -18% | 4% | 4% | -2% | 11% | 67% | ? | 10% | ?
27) Cc1cc(C)cc(OCC(=O)N/N=C\c2cn(C)nc2C)c1
    13% | 27% | 8% | 21% | -4% | ? | -1% | -2% | 4%
28) COc1ccc(-c2noc(-c3ccc(C)cc3)n2)cc1
    6% | 30% | -8% | 8% | 11% | 7% | 3% | 13% | 15%
29) CCOC(=O)CSc1nnc(-c2cccnc2)o1
    4% | 21% | 4% | 11% | 12% | ? | -8% | 29% | 15%
30) CCN(Cc1nc2cc(Cl)ccc2c(=O)[nH]1)C(=O)c1cc(C2CC2)nn1-c1ccccc1
    23% | ? | -10% | ? | 3% | -23% | -2% | ? | -2%

3 of the entries above in order of the GLP1R inv ag value, lowest first.
nr	Structure	GLP1R inv ag
12	CCc1c(C(=O)NNC(=S)NCC(C)C)csc1C	-3%
3	CCN(c1ccccc1C)S(=O)(=O)c1cc2c3c(c1)CCN3C(=O)CC2	5%
23	O=C(CCC(=O)c1cccs1)NCc1cccnc1	19%

Part of the list above, field by field.
8	Cc1ccc2cccc(N)c2n1
  KB-3-1 tox: 3% | GLP1R inv ag: -9% | GLP-1R agonist: 9% | HEK293 tox: 24% | HT1080 IDH1KD tx: 15% | KB-V1 MDR tox: 5% | SW480 rereplic: -1% | TDP43 rescue: -15% | HT1080-NT tox: -1%

2	Cc1cc(C)c2sc(NC(=O)c3ccc(S(=O)(=O)N4CCOCC4)cc3)nc2c1
  KB-3-1 tox: 1% | GLP1R inv ag: -10% | GLP-1R agonist: 4% | HEK293 tox: 1% | HT1080 IDH1KD tx: · | KB-V1 MDR tox: 3% | SW480 rereplic: · | TDP43 rescue: 18% | HT1080-NT tox: ·

20	Cc1csc(=O)n1CCC(=O)NCc1ccc(F)cc1
  KB-3-1 tox: 6% | GLP1R inv ag: 5% | GLP-1R agonist: -3% | HEK293 tox: -6% | HT1080 IDH1KD tx: 6% | KB-V1 MDR tox: 0% | SW480 rereplic: -20% | TDP43 rescue: 4% | HT1080-NT tox: 2%

28	COc1ccc(-c2noc(-c3ccc(C)cc3)n2)cc1
  KB-3-1 tox: 6% | GLP1R inv ag: 30% | GLP-1R agonist: -8% | HEK293 tox: 8% | HT1080 IDH1KD tx: 11% | KB-V1 MDR tox: 7% | SW480 rereplic: 3% | TDP43 rescue: 13% | HT1080-NT tox: 15%

Further structures:
Sequence of screens: KB-3-1 tox | GLP1R inv ag | GLP-1R agonist | HEK293 tox | HT1080 IDH1KD tx | KB-V1 MDR tox | SW480 rereplic | TDP43 rescue | HT1080-NT tox
31) COc1ccccc1OCCn1c(NC(=O)c2ccccc2Cl)nc2ccccc21
    -13% | ? | · | -8% | · | -15% | · | 14% | ·
32) Cc1cc2nn(-c3cccc4ccccc34)nc2cc1N
    11% | 21% | -29% | 0% | 1% | 0% | 17% | 11% | 5%
33) Cc1cccc(NC(=O)c2cc(C)nc3ccccc23)c1
    10% | -14% | 8% | 11% | -4% | -8% | -11% | 10% | 0%
34) CCCCNc1cc(N2CCN(C3CCCCC3)CC2)c2noc3c2c1C(=O)c1ccccc1-3
    6% | -16% | · | 4% | · | 15% | · | -4% | ·
35) C/C(=N\NC(=O)c1cccc(N/N=C(\C)c2ccc([N+](=O)[O-])cc2)c1)c1ccc([N+](=O)[O-])cc1
    2% | 7% | 2% | -7% | 6% | 7% | -2% | -10% | 6%
36) O=C(c1ccc(OC2CCN(C/C=C/c3ccc(F)cc3)CC2)cc1)N1CCCC1
    0% | 3.2µM* | 4% | -22% | ? | -16% | -4% | -9% | -12%
37) Cc1cc(C)nc(SCc2cc(=O)c(OC(=O)c3ccco3)co2)n1
    4% | 6% | -5% | -6% | -15% | -13% | -5% | -4% | -9%
38) COc1ccc(CNc2ccc(C)cc2)cc1Br
    1% | ? | 2% | -2% | 9% | -5% | 2% | 18µM* | 12%
39) Cc1nc(C)c(C(=O)Nc2ncc([N+](=O)[O-])s2)o1
    -23% | 4µM* | -3% | -7% | -1% | ? | 2% | -9% | -12%
40) CCN(C(=O)Cc1cccs1)c1nnc(-c2cc(OC)c(OC)c(OC)c2)s1
    0% | -14% | 9% | -20% | 3% | 0% | -9% | 4% | -1%
41) Cc1cc(C)n2c(SCCO)nnc2n1
    -13% | 11% | 5% | -10% | 22% | 3% | 2% | 0%[1.82 µM] | 12%
42) CC(=O)c1ccc(NC(=O)c2cnc(N3CCCC3)nc2C)cc1
    -8% | 17% | · | -7% | · | 0% | · | 22% | ·
43) Cc1ccc(S(=O)(=O)N2CCC(C(=O)OCC(=O)N(CCC#N)c3ccc(F)cc3)CC2)cc1C
    -5% | -15% | 0% | -6% | -25% | -14% | 1% | 7% | 3%
44) CC(C)CN(C(=O)Cn1nnc(-c2ccc(F)cc2)n1)C1CCS(=O)(=O)C1 (stereo not given)
    2% | ? | 7% | 1% | 0% | -1% | ? | -11% | 1%
45) CCCCC(=O)N/N=C(\C)CC(=O)Nc1ccccc1Br
    3% | ? | 5% | -2% | 16% | 0% | · | -16% | 16%
46) CC(OC(=O)Cn1ccccc1=O)C(=O)Nc1cc(Cl)cc(Cl)c1 (stereo not given)
    5% | -17% | 2% | 4% | -2% | -2% | -16% | 10% | 1%
47) CCNC(=S)N1CCN(C(=O)c2ccco2)CC1
    0% | 0% | -10% | 6% | -8% | -8% | 15% | -7% | 5%
48) COc1ccccc1CNCC(=O)Nc1ccc(N2CCOCC2)cc1
    ? | -31% | 2% | -12% | -30% | 20% | 15% | 13% | -19%
